# hiPSC survival = hiPSC single-cell survival enhancement; ATPlite luminescence; 100% = ROCK inhibitor wells, 0% = DMSO; survival enhancement, % at 20 µM; 360,000 compounds, 0.044% hits; in the data active = survival enhancement above about 18%;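 also: cells exposed to compounds for 16 hours before the ATP read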
# MITF TRPM1 inh = reduces MITF-dependent TRPM1 promoter luciferase signal; AID 488899; SK-MEL-5 TRPM1 promoter luciferase, 24 h; 330,000 compounds, 0.83% hits; inhibition, % at 12.5 µM;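 active = mean inhibition across replicates of 60% or more, whatever share of single replicates reaches that level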; also: values of inactives mirror those of a sister screen read the other way
# HIF-2a block = inhibitors of HIF-2a; 360,000 compounds, 0.72% hits; 786-0 RCC cells HIF-2a reporter, luciferase luminescence, overnight; inhibition, % at 18.8 µM;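 active = inhibition of the luminescence signal of 40% or more relative to plate controls, in a single-dose primary screen at 18.75 µM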
# NR2E3 ag-1 = NR2E3 (human) agonism. inhibition of corepressor binding, % at 4.78 µM. 320,000 compounds, 0.12% hits. AID 2300. Q9Y5X4. GST-NR2E3/biotin-RetCOR TR-FRET, 1536-well;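 active = percent inhibition above the cutoff of mean plus 3 SD of all tested compounds, set per screening campaign, cut at about 20% in these data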;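 also: 0% = DMSO wells and 100% = biotin wells as full block of FRET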
#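 System: GST-tagged NR2E3 plus biotinylated RetCOR corepressor; Buffer or medium: pH 7.5 Tris-based buffer; Probe or stimulus: RetCOR corepressor, biotinylated, 7 nM; Doses: compound at 4.8 µM, single dose; Schedule: 5 h incubation at 4 °C; Technique: time-resolved FRET; Evaluation: percent inhibition of TR-FRET ratio; Replication: one well per compound, singlicate testing.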
# Shn3 3UTR inh = reduces Shn3 3'UTR luciferase signal in osteoblasts; AID 588674; inhibition, % at 12.5 µM; Clone20 osteoblast Shn3 3'UTR firefly luciferase, 24 h; 360,000 compounds, 0.52% hits;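 active = mean inhibition of at least 75% with every replicate also reaching 75%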;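 also: 0% = median of neutral control wells and 100% = pilot-screen positive control compound; some compounds past the cut are filed as inactive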
# H9c2 protect = modulators protecting cardiomyocytes from myocardial damage. H9c2 cardiomyocytes, H2O2 injury protection, ATPLite, 2 h. protection from H2O2 cell death, % at 20 µM. 360,000 compounds, 0.63% hits. AID 588492;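 active = compounds giving at least 50% protection of heart cells from peroxide-induced death in the single-dose screen, raw or plate-pattern-corrected value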;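 also: 0% = DMSO wells with peroxide and 100% = DMSO wells without peroxide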
# Peg3 promoter = reduces Peg3 promoter-driven luciferase expression in HeLa | inhibition, % at 20 µM | HeLa PEG-Prom luciferase reporter, luminescence, overnight | 360,000 compounds, 1.7% hits | AID 588405;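 active = inhibition of at least 50% at 20 µM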
# m5-HT2A agonist = agonists of mouse serotonin 5-HT2A receptor (HTR2A); AID 624169; 360,000 compounds, 0.66% hits; P35363; activation, % at 7.6 µM; CHO-K1 mHTR2A beta-arrestin complementation, luminescence; percent of 30 µM serotonin response;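 active = activation above a run cutoff, the mean activation of all tested compounds plus 3 SD, cut at about 14% in these data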;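 also: 0% = plate median of compound wells and 100% = 30 µM serotonin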
# Target sequence (P35363 whole entry, looked up): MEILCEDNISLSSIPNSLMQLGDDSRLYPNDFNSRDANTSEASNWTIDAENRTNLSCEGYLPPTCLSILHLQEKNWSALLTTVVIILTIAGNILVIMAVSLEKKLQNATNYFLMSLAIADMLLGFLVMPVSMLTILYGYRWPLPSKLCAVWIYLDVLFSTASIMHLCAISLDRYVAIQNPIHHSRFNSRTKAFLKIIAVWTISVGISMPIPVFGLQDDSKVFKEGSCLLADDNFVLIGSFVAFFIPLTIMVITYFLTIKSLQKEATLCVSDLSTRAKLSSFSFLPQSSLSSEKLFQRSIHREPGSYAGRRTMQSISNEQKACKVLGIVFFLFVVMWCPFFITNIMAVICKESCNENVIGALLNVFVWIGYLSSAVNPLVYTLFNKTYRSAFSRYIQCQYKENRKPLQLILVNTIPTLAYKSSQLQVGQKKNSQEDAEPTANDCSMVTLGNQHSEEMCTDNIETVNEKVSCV
# PDI inh = PDI (human) enzyme inhibition. PDI insulin aggregation turbidity, A650, 90 min. inhibition, % at 10 µM. 350,000 compounds, 0.052% hits;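 active = mean inhibition across replicates of 30% or more, whatever share of single replicates reach that level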;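 also: absorbance from insulin aggregation driven by PDI reduction with DTT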
# Target sequence (P07237 whole entry, looked up): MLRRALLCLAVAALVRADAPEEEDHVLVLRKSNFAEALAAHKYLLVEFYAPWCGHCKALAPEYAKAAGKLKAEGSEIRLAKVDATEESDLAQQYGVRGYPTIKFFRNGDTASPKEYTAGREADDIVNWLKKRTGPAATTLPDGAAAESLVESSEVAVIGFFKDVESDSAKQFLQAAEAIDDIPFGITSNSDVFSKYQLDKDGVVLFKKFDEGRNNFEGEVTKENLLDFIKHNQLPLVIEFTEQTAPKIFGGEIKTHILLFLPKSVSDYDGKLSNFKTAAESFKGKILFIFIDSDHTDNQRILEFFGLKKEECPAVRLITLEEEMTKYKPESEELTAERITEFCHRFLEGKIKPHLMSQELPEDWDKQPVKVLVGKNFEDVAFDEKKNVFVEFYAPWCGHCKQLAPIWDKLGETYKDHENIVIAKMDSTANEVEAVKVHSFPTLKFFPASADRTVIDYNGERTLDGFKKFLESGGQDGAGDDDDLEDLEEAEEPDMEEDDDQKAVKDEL
# CaV13 FRET inh = Disruptors of the CACNA1D IQ motif to Ca2+-dependent inactivation inhibitor domain association, primary screening, Förster resonance energy transfer in intact living … | HEK cells, CFP/YFP FRET ICDI-IQ, plate reader, 10 min; percent FRET-ratio fall versus neutral wells | 340,000 compounds, 0.098% hits | AID 743397 | inhibition, % at 12.3 µM;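 active = mean replicate inhibition of at least 30% and at least 1% of replicates passing that level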;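 also: 0% = median of the neutral control wells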
# NR2E3 ag-2 = agonists of human NR2E3 nuclear receptor. CHO-S Gal4-NCOR/VP16-NR2E3 two-hybrid, luciferase. inhibition of corepressor binding, % at 3.98 µM. Q9Y5X4. AID 602229. 360,000 compounds, 0.35% hits;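 active = inhibition above the mean of all tested compounds plus 3 SD, cut at about 70% in these data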;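 also: 0% = DMSO with NR2E3 transfected cells and 100% = cells lacking NR2E3 construct; higher means lower luciferase signal from less NR2E3 corepressor binding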
# * marks the source's active call; other numbers are inactive results; x = no result given; & = joins results of further samples.
SMILES,hiPSC survival,MITF TRPM1 inh,HIF-2a block,NR2E3 ag-1,Shn3 3UTR inh,H9c2 protect,Peg3 promoter,m5-HT2A agonist,PDI inh,CaV13 FRET inh,NR2E3 ag-2
Cc1cccc(C(=O)N(NC(=O)Oc2ccccc2)C(C)(C)C)c1,-0.5,-1,20,-92,-32,3,11,3,-2,-5,-47
CCCc1c(C(=O)N/N=C/c2ccc(OCc3ccccc3)cc2)nnn1-c1nonc1N,0.1,x,-9,x,4,4,-6,-5,-11,-5,-34
COc1cccc(NC(=O)Nc2cccs2)c1,-2.1,-33,-124,-1,19,-18,-169,-1,-2,-6,-33
CC(=O)Nc1ccc(C#Cc2ccc(NC(C)=O)cc2)cc1,0.2,-10,-21,3,-32,-7,-204,1,-3,-7,-72
Cc1n[nH]c(=O)c2c(NC(=O)CSc3ccccc3F)oc(C)c12,-0.1,-8,7,1,-18,0,1,1,-1,-7,-17
Cc1cc(C)nc(SCc2cc(=O)c(OC(=O)c3ccc(S(=O)(=O)N4CCCC4)cc3)co2)n1,-0.3,13,20,1,1,-12,17,2,4,-3,-1
CCCc1nnc(NC(=O)CCC(=O)N2CCCCC2CC)s1 (configuration not stated),2.7,-3,7,2,-7,2,-3,2,6,2,-19
CCOC(=O)[C@]12CCCC=C1N(Cc1ccc3c(c1)OCO3)C(=O)[C@H](CC(=O)NCc1cccc3ccccc13)C2,0.4,x,4,x,x,x,x,-1,x,-7,29
CCOc1ccccc1CN1C(=O)C2(OCCO2)c2ccccc21,0.4,0,18,-1,17,-5,0,-1,-7,-3,-21
CC1(C(=O)NS(=O)(=O)c2ccc(C#N)cc2)CCN1C(=O)C1(c2ccccc2)CC1 (configuration not stated),-0.2,x,7,x,-16,6,-3,-1,-10,-7,-27
COc1ccccc1CNc1ccc([N+](=O)[O-])cc1C,-0.3,12,7,2,19,-7,12,-6,-3,-4,-22
COc1ccc(S(=O)(=O)N2CCc3ccccc32)cc1C(=O)OCc1nnc(-c2ccccc2)o1,-0.3,-14,-10,0,-8,-3,4,4,-4,x,-8
COCCn1c(CN2CC(C)CC(C)C2)nc2c1c(=O)n(C)c(=O)n2C (configuration not stated),-0.3,4,18,0,9,-1,-4,-6,x,-3,-27
O=C(NN1C(=O)NC2(CCCCC2)C1=O)c1ccc(Cl)s1,-0.4,-2,-4,3,8,0,-4,-1,-7,-5,6
CCN(CC)CCCNC(=O)CCc1c(C)n(CC)c2cc(-c3ccccc3OC)nn2c1=O,-0.5,10,13,-1,-14,1,25,-4,13,-4,1
COc1ccc(-c2sc3cc(OC)ccc3c2-c2ccc(OCCN3CCCCC3)cc2)cc1,-1.1,x,5,x,x,x,x,-3,x,-9,12
O=C(COc1ccc(C(=O)c2ccccc2)cc1)NCC(=O)Nc1ccccc1Br,0.5,-2,10,1,13,-4,10,4,1,0,-8
CCOc1ccc(-n2c(=O)c3sccc3n(CC(=O)NCCc3ccc(OC)c(OC)c3)c2=O)cc1,-0.8,-3,9,-1,-12,3,11,-4,-4,-6,-33
COCCSc1nnc(NC(=O)Cc2ccc(OC)c(OC)c2)s1,2.1,12,12,4,4,-1,27,3,-3,8,-10
CCOc1ccc(N(CC(=O)N2CCN(c3ccccc3)CC2)S(=O)(=O)c2c(C)noc2C)cc1,2.4,7,1,2,4,4,2,-1,-3,3,-17
N#Cc1ccc(S(=O)(=O)N2CCN(c3ncccn3)CC2)cc1,-0.3,8,16,0,6,4,3,1,0,-4,-23
Cc1ccccc1NC(=O)CC(=O)Nc1ccccc1C,-0.6,10,-5,-2,-3,-2,3,4,0,-5,-4
Cc1cc(Br)cc2c1N(C)C(=O)C2(c1ccc(O)cc1)c1ccc(O)cc1,-0.7,x,5,1,-1,3,23,4,5,-4,-15
COc1cc(C(=O)Oc2ccc(/C=N/NC(=O)c3ccncc3)cc2)cc(OC)c1OC,0.2,0,7,-2,-9,45,-1,-3,7,x,-25
Cc1ccc(C)c(N2CCN(CCCNC(=O)Cn3c(=O)c4cccn4c4cccnc43)CC2)c1,-0.3,-3,13,1,5,6,-13,-8,3,-6,-15
# Other records follow:
SMILES,hiPSC survival,MITF TRPM1 inh,HIF-2a block,NR2E3 ag-1,Shn3 3UTR inh,H9c2 protect,Peg3 promoter,m5-HT2A agonist,PDI inh,CaV13 FRET inh,NR2E3 ag-2
CCc1ccn2cc(-c3ccc4c(c3)OCO4)nc2c1,-1.0,65*,60*,2,81,-19,84*,-2,-2,-6,-86
CC1CN(C(=O)COC(=O)c2cc(S(N)(=O)=O)c(Cl)cc2Cl)CC(C)O1 (configuration not stated),-0.4,-3,15,-2,10,0,10,3,-1,-4,-21
O=C(COC(=O)Cc1n[nH]c(=O)c2ccccc12)NNC(=O)c1ccc(Br)cc1,0.7,1,6,x,-6,53*,-2,-3,-4,-2,-1
CCC1=Nc2cc(C(=O)NCc3ccco3)ccc2Sc2ccccc21,-1.4,13,9,1,-14,-1,20,-5,9,-4,-38
CCOC(=O)c1ccc(NC(=O)CNS(=O)(=O)c2ccccc2)cc1,1.3,17,3,-1,-1,-3,6,-1,1,-2,-38
Cc1ccc(NC(=O)CCOc2ccccc2)cc1,-0.3,-82,-233,-3,-74,0,-334,6,2,-4,-145
CCc1ccc(N=C2NC(=O)CS2)cc1,0.4,-3,7,2,5,-2,33,0,-1,-20,-22
COc1ccc(CCNC(=O)CSc2nc(=O)n3cc(C)ccc3n2)cc1OC,-0.6,4,3,-1,2,4,2,-3,2,-6,-28
CC(=O)O[C@H]1C[C@@]2(C)[C@@H](C[C@@H](O)[C@H]3[C@@]4(C)CC[C@@H](O)[C@@H](C)[C@@H]4CC[C@@]32C)/C1=C(\CCC=C(C)C)C(=O)O,-0.9&1.6,8&-14,-4&8,7&2,12&-26,3&-5,-20&-3,-3&-4,-6&-4,-4&-6,-2&-7
CC(C)c1cc(C(=O)O)c2cnn(C(C)C)c2n1,0.7,2,18,-1,-2,-2,2,5,-2,-6,3
Cc1ccccc1S(=O)(=O)N(C)C[C@@H]1OCc2cnnn2CCCC(=O)N([C@H](C)CO)C[C@@H]1C,-1.6,x,6,x,-7,7,7,5,-3,-6,-18
CCOC(=O)Cn1cc(-c2ccccc2)nn1,-0.3,6,10,4,-18,12,5,-2,-11,x,-30
C[C@@H]1CN([C@@H](C)CO)S(=O)(=O)c2ccc(Br)cc2O[C@@H]1CN(C)C(=O)c1ccncc1,8.0,x,5,x,13,6,-9,5,-5,-9,-2
Cc1ccccc1C(=O)Nc1cccc(C(=O)N/N=C/c2ccccn2)c1,1.3,-10,2,3,-50,18,-9,2,-3,-18,-21
N=C1/C(=C/c2ccc(-c3cccc(C(=O)O)c3)o2)C(=O)N=C2SC(CC(=O)N3CCOCC3)=NN12,-0.5,-12,-1,2,-14,-3,-68,0,-16,-3,-64
CCOC(=O)c1c(NC(=O)CC2SC(N)=NC2=O)sc2c1CCCC2 (configuration not stated),1.5,8,-13,1,13,-5,17,8,17,-7,-12
Cc1ccc(-c2nnc(SCC(=O)O)n2N)cc1,5.0,-10,5,-2,2,-1,9,-1,-1,-4,0
COc1cc(C)c(CN2CCC(Cc3ccccc3)CC2)cc1C,0.6,-8,24,x,40,-5,3,-10,-9,-2,11
COCCn1c(COc2ccc(C)cc2)nc2ccccc21,-0.6,-30,-212,2,-29,-20,-217,-5,5,-7,-44
Cc1cc2n(c(=O)c1C#N)CCCN2c1ccccc1,0.8,-3,9,1,11,6,-57,-6,0,-4,-8
COc1ccc(NC(=O)CN2C(=O)NC(c3ccccc3)(c3ccccc3)C2=O)cc1OC,0.4,-12,11,7,6,-10,6,-4,-3,-4,-1
C/C=C(/C)C(=O)OC1Cc2c(ccc3ccc(=O)oc23)OC1(C)C (configuration not stated),-3.1,16,4,-1,17,-18,12,-2,x,x,-15
CCC(=O)OCCNc1cc(Sc2nccn2C)c2nonc2c1[N+](=O)[O-],0.1,92*,91*,3,89*,-20,105*,-3,-2,-5,-10
CCN(CC)CCNc1ccc(CO)c2sc3ccccc3c(=O)c12,-2.8,29,43*,4,2,10,58*,-6,-3,-5,-10
CCCc1ccc2oc(C(=O)NCCCN3CCOCC3)c(C)c2c1,-0.4,-62,-157,-1,-78,-3,-188,-7,-7,-5,-72
# (more compounds)
SMILES,hiPSC survival,MITF TRPM1 inh,HIF-2a block,NR2E3 ag-1,Shn3 3UTR inh,H9c2 protect,Peg3 promoter,m5-HT2A agonist,PDI inh,CaV13 FRET inh,NR2E3 ag-2
O=C(O)c1ccccc1CSc1nc2ccccc2[nH]1,0.0,-5,-28,3,-10,2,-56,-5,-9,-2,-41
CCOC(=O)C1C(c2cccc(F)c2)NC(=S)NC1(O)C(F)(F)F (configuration not stated),5.8,1,10,1,-10,1,2,0,2,-5,-3
Cc1noc(C)c1COc1ccccc1C(=O)N1CCN(S(=O)(=O)c2ccccc2F)CC1,0.5,1,14,3,8,9,7,-4,-3,-1,10
Cc1ccccc1OCCC(=O)OCC(=O)NCCc1ccc(S(N)(=O)=O)cc1,-0.1,-9,2,3,18,-7,5,-1,-8,-3,-25
S=C(NCc1ccco1)Nc1ccccc1Cl,2.2,-18,-41,1,-3,2,-14,-1,-4,7,-16
COc1ccc(F)cc1S(=O)(=O)NCC(c1ccco1)N1CCc2ccccc2C1 (configuration not stated),0.8,8,-5,-2,11,-8,10,-7,2,-7,-17
Cc1ccnc(N/C=C(/NC(=O)c2ccccc2)C(=O)N/N=C\c2ccc(F)cc2)n1,1.0,41,66*,1,94*,10,16,3,-1,x,-3
O=C(CSc1nnc(C2CC2)n1-c1ccccc1)N1CCNC1=O,-0.4,0,14,0,5,3,3,5,-3,-7,-13
COc1ccc(OC)c(Cc2nnc(CCC(=O)NC3C4CC5CC(C4)CC3C5)o2)c1 (configuration not stated),-0.3,-2,5,3,-8,-3,17,7,0,4,2
CCCC(=O)Nc1sc(C)c(-c2ccc(OC)cc2)c1C#N,-1.3,4,7,0,6,3,-2,-1,-1,-6,-18
NNC(=S)Nc1cccc(Cl)c1,0.9,-1,10,-1,-10,-4,10,-5,-2,-2,-43
Cn1cnc(C(=O)NCc2ccccc2)c1C(=O)NCc1ccccc1,3.7,-11,0,x,1,8,25,-6,-6,-5,-15
CCn1c(SCC(=O)N/N=C/c2ccc(C)o2)nnc1-c1ccc(C)cc1,0.5,-3,9,-2,-4,3,-6,0,0,-15,-17
CCOC(=O)/C(C#N)=C1/SC(CC)C(=O)N1c1ccc(Br)cc1 (configuration not stated),1.1,2,10,0,6,-4,4,-2,13,-6,12
CCN(CC)c1ccc(/C=N/N2C(=O)c3ccccc3C2=O)c(O)c1,0.7,0,-80,-3,-1,-2,-42,-1,2,-7,4
Nc1[nH]c(C(=O)c2ccccc2)c(-c2ccc(F)cc2)c1C(=O)NCc1ccccc1,0.2,x,-1,x,x,x,x,-2,x,-3,-10
